# CTSL1 counter = cathepsin L1 inhibition, PFM18AAP counter-screen. recombinant F. hepatica cathepsin L1, Z-Leu-Arg-MCA fluorescence. inhibition, % at 5.96 µM. hit rate 0.49% among 300,000;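 active means inhibition above the mean of all tested compounds plus 3 SD, set per screening campaign, cut at about 17% in these data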;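 further: 0% = plate median of test compound wells and 100% = 1 µM Z-Phe-Ala-diazomethylketone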
# PP5 inh = blocks human protein phosphatase 5 activity | purified PP5c, OMFP substrate fluorescence | inhibition, % at 6.7 µM | hit rate 0.18% among 320,000 | P53041;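 active means inhibition above the campaign's mean inhibition across all tested compounds plus 3 SD, cut at about 9.5% in these data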;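 further: 0% = DMSO only and 100% = 100 µM cantharidin control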
# ZTA DNA inh = blocks Epstein-Barr virus ZTA, an EBNA-1 counter-screen; P03206; ZTA-DNA binding, fluorescence polarization; inhibition, % at 11 µM; hit rate 0.15% among 320,000; AID 2234; in the data active means inhibition above about 33%
# Target sequence (P03206 whole entry, looked up): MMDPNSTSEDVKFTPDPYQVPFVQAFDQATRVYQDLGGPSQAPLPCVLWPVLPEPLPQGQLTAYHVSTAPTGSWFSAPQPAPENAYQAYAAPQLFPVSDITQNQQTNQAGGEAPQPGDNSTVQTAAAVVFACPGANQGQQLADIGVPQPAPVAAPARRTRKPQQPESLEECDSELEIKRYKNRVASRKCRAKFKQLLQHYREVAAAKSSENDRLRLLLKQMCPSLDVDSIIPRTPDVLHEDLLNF
# JMJD2C inh = inhibitors of human GASC-1 (JMJD2C) demethylase | hit rate 0.069% among 330,000 | AID 2099 | GST-JMJD2C(1-420) H3K9me3 demethylation, DELFIA europium | Q9H3R0 | inhibition, % at 2.35 µM;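 active means more than half of a compound's replicate wells show inhibition beyond 50%, single wells judged on their own value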;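 further: signal counts dimethyl H3K9 product captured on neutravidin plate; 0% = median of DMSO wells and 100% = 0.3 times that DMSO median; strong numbers were not always called active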
# Target sequence (Q9H3R0 1-420 limits assumed): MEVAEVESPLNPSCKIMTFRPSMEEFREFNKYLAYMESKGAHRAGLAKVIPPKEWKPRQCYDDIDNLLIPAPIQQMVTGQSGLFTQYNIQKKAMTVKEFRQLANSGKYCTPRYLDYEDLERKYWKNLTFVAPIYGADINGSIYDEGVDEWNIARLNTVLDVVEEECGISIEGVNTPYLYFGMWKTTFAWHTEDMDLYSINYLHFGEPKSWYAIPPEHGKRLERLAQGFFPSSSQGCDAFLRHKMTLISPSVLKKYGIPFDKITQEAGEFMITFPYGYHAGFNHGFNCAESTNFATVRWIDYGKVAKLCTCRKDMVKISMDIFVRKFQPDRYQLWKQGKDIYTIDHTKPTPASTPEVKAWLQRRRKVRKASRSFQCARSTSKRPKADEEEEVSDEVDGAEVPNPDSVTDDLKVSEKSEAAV
# HCV core dimer = HCV core protein dimerization inhibition; TR-FRET GST/Flag-core106 dimerization, 1536-well; inhibition, % at 5 µM; hit rate 0.33% among 300,000; AID 1899;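 active means inhibition above the mean of all tested compounds plus 3 SD, set per screening campaign, cut at about 45% in these data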
#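 System: GST/Flag-tagged HCV core106 proteins. Incubation: compound-protein-antibody incubation 4 h at 22.5 °C. Technique: HTRF with 340 nm excitation, 617/671 nm emission. Medium: KF-containing HEPES buffer, pH 7.45, DTT, CHAPS, BSA. Read-out: inhibition (%) from 671 over 617 nm ratio. Also added: Eu(K)-anti-GST 90 ng/mL plus XL665-anti-Flag 1 µg/mL.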
# EBNA-1 inhibitor = blocks EBNA-1 binding to DNA; EBNA-1 DNA binding, fluorescence polarization; inhibition, % at 14.8 µM; hit rate 0.34% among 300,000; AID 1950; in the data active means inhibition above about 28%
# PP1 counter = PP1-alpha (human) inhibition in PP5 counter-screen; P62136; purified PP1alpha, OMFP fluorescence; inhibition, % at 6.7 µM; hit rate 0.9% among 320,000;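 active means inhibition above the mean inhibition of all tested compounds plus 3 SD, computed separately for each screening campaign, cut at about 15% in these data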
# Target sequence (P62136 whole entry, looked up): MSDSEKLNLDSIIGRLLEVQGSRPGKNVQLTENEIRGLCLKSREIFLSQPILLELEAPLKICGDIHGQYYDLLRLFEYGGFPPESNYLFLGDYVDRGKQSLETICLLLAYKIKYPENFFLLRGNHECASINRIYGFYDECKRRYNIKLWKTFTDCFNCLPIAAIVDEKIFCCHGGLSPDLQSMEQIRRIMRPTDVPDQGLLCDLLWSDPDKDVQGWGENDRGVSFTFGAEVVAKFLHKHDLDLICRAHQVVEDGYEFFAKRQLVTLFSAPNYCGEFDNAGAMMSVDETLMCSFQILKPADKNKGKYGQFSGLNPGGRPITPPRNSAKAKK
# TPT1 inhibitor = C. albicans TPT1 enzyme inhibition | recombinant caTPT1, FP RNA substrate dephosphorylation | hit rate 0.81% among 300,000 | inhibition, % at 5 µM;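 active means inhibition above the mean of all tested compounds plus 3 SD, set per screening campaign, cut at about 24% in these data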;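 further: plate controls were DMSO alone for no effect and ferristatin control at 100 nM for full effect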
# CR mimetic SO = yeast age-related superoxide inhibition as caloric restriction mimetic | superoxide response (% of plate mean), % at 10 µM | S. cerevisiae aged cells, superoxide DHE fluorescence; hits give low values | hit rate 0.18% among 330,000;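 active means superoxide response under a set limit, about three screen SD below normal, cut at about 65% in these data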;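 further: yeast aged for seven days with compound at 30 °C before DHE staining; 100% = average MFI of all compound-treated wells on the plate with controls excluded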
# An asterisk follows results filed as active; x = no result given; & = joins results of further samples.
SMILES,CTSL1 counter,PP5 inh,ZTA DNA inh,JMJD2C inh,HCV core dimer,EBNA-1 inhibitor,PP1 counter,TPT1 inhibitor,CR mimetic SO
CCOC(=O)c1cc([N+](=O)[O-])sc1NC(=O)c1ccc(S(=O)(=O)N2CC3(C)CC2CC(C)(C)C3)cc1 (stereo not drawn),-2,-1.6,9,1,13,6,-6,6,121
COC(=O)c1ccc2c(c1)NC(=O)C(N(CC(C)C)CC(C)C)S2 (stereo not drawn),-2,0.8,5,-5,4,-4,-7,1,103
COc1ccc(C(C)(C)C)cc1NC(=O)c1ccc2ncsc2c1,0,5.4,-13,1,-1,-9,5,-2,97
COc1ccccc1Cn1c(=S)[nH]c2cc(C(=O)NCc3cccnc3)ccc2c1=O,6,0.3,-11,-4,5,-37,5,1,129
Cc1ccc(NC2CCCN(C(=O)c3ccccc3N3CCOCC3)C2)cc1C (stereo not drawn),-2,0.3,6,19,0,8,-1,-3,96
COCCCNC(CC(=O)Nc1cc(C)cc(C)c1)C(=O)O (stereo not drawn),3,0.2,5,-34,0,1,3,-2,99
CC(=O)Oc1ccc(C(=O)O)cc1OC(C)=O,-3,1.6,6,1,-5,-2,-1,2,99
NC(=O)NC(=O)COC(=O)c1ccc2noc(-c3ccccc3)c2c1,4,1.4,-2,0,6,-1,5,2,110
COC(=O)C1=C(C)OC(N)=C(C#N)C1c1ccccc1F (stereo not drawn),-4,0.4,-1,-17,-1,4,-4,1,118
O=C(Nc1ccc2oc(=O)ccc2c1)c1ccco1,4,0.1,2,3,5,-17,0,-1,123

# Next section; the last six above are carried over.
SMILES,CTSL1 counter,PP5 inh,ZTA DNA inh,JMJD2C inh,HCV core dimer,EBNA-1 inhibitor,PP1 counter,TPT1 inhibitor,CR mimetic SO
Cc1ccc(NC2CCCN(C(=O)c3ccccc3N3CCOCC3)C2)cc1C (stereo not drawn),-2,0.3,6,19,0,8,-1,-3,96
COCCCNC(CC(=O)Nc1cc(C)cc(C)c1)C(=O)O (stereo not drawn),3,0.2,5,-34,0,1,3,-2,99
CC(=O)Oc1ccc(C(=O)O)cc1OC(C)=O,-3,1.6,6,1,-5,-2,-1,2,99
NC(=O)NC(=O)COC(=O)c1ccc2noc(-c3ccccc3)c2c1,4,1.4,-2,0,6,-1,5,2,110
COC(=O)C1=C(C)OC(N)=C(C#N)C1c1ccccc1F (stereo not drawn),-4,0.4,-1,-17,-1,4,-4,1,118
O=C(Nc1ccc2oc(=O)ccc2c1)c1ccco1,4,0.1,2,3,5,-17,0,-1,123
COC(=O)c1ccc(NC(=O)C(=O)N2CCN(C(=S)Nc3ccccc3OC)CC2)cc1,1,3.1,5,-8,-4,-7,-6,-3,112
S=C(NCCc1ccccc1)Nc1ccc(Nc2ccccc2)cc1,0,6.9,-5,0,7,-8,2,3,107
Cc1cc(NS(=O)(=O)c2ccc(NC(=O)COc3ccccc3C(C)(C)C)cc2)no1,4,3.2,12,22,20,13,4,0,96
O=C(CSc1nnc(-c2ccc(F)cc2)c2ccccc12)Nc1ccccc1,-2,5.0,-21,0,7,10,15,0,114
CC(C)(C)N1C(=O)[C@H]2[C@@H](c3ccc(Br)cc3)N3C(=O)N(c4ccccc4)C(=O)[C@@]3(Cc3ccccc3)[C@H]2C1=O,0,3.5,5,-3,23,8,-1,0,103
CCn1nnnc1SCC(=O)Nc1nc2ccc(OC)cc2s1,2,-1.4,-8,2,-2,-3,2,-2,90
COc1cccc(/C=N/n2c(N)c(S(=O)(=O)c3cccs3)c3nc4ccccc4nc32)c1OC,0,0.0,13,-4,11,8,-3,-2,107
C/C=C(\C)C(=O)Nc1cccc(C2=NOC3(C2)C[C@H](C(N)=O)N(C(=O)C(c2ccccc2)c2ccccc2)C3)c1 (stereo partly drawn),4,-0.7,10,5,15,4,3,-1,93
COc1cc(OC)cc(C(=O)Nc2nnc(SCC(=O)NCC3CCCO3)s2)c1 (stereo not drawn),0,2.1,-2,-13,-8,3,-1,-4,106
COc1cc(/C=C/C(=O)O)cc(S(=O)(=O)Nc2ccc3nc(C)sc3c2)c1OC,-1,0.9,-15,-4,1,-5,-1,2,96
CC(=O)c1ccc(N2CCN(C(=O)COc3ccc4c(c3)CCC4)CC2)cc1,3,1.5,4,10,43,1,0,2,97
COc1ccc(C(=O)CSc2nc3ccccc3n2CC(=O)NC(C)(C)C)cc1,-4,1.5,7,x,3,4,1,0,94
CC(=O)NC(Cc1ccc(F)c(F)c1)C(=O)NC1CCN(c2nnnn2-c2ccccc2)CC1 (stereo not drawn),0,0.5,-3,16,-3,8,-2,1,103
O=C(CN1C2=NCCCN2c2ccccc21)c1ccc([N+](=O)[O-])cc1,-2,1.1,-8,-9,-7,9,5,1,95
C/C(=N/NS(=O)(=O)c1ccccc1)c1ccc(Cl)cc1,0,3.9,-5,-14,0,-5,-3,-1,98
Cn1c(CCN2CCN(c3ccccn3)CC2)nc2cc(NC(=O)COc3ccc([N+](=O)[O-])cc3)ccc21,-3,0.3,38*,-2,7,2,-4,-7,122
CCC(NC(=O)c1cc(COc2ccc(OC)cc2Cl)on1)c1ccncc1 (stereo not drawn),0,0.4,8,2,6,7,-4,0,103
COc1ccc(C(C)NC(=S)NCc2ccc(F)cc2)cc1 (stereo not drawn),5,0.5,3,-4,1,-3,-2,2,97
COc1ccc(OC)c(C(c2nnnn2C2CCCC2)N2CCN(c3ccccc3F)CC2)c1 (stereo not drawn),-1,5.1,-8,-5&4,7,2,6,-1,124
CCCc1ccc(OCCNC(C)=O)cc1,-3,1.2,-12,0,-5,4,1,1,90
O=C(Nc1nnc(-c2ccc(Cl)cc2)o1)C1CCCCC1,2,-2.1,1,0&-5,-3,4,2,1,88
Cc1cc(C)c(S(=O)(=O)N2CCOC2CNC(=O)C(=O)NCc2cccnc2)c(C)c1 (stereo not drawn),0,-1.6,30,0,-2,7,-1,1,93
CCN1CCN(C(c2ccccc2)c2nnnn2Cc2ccc(OC)cc2)CC1 (stereo not drawn),-2,-2.2,-6,-5,0,8,1,-1,91
Cc1ccc(C(=O)Oc2oc(-c3ccccc3)nc2C=Nc2ccc(N(C)C)cc2)cc1,10,1.9,-3,1,-7,-5,7,21,72
COc1ccc2[nH]cc(/C=N/NS(=O)(=O)c3ccc(C)cc3)c2c1,5,4.2,-11,6,-8,5,-4,-1,100
COC(=O)c1ccc(CSc2nnnn2Cc2ccccc2)cc1,-2,2.4,-4,-7,-5,-10,0,2,103
Cc1nn(C)c(C)c1NC(=O)c1ccnn1C,0,0.1,7,7,0,-3,-3,-3,106
O=[N+]([O-])c1ccc2[nH]c(O)c(N=NC(=S)Nc3cccnc3)c2c1,6,-1.3,1,10,4,-14,6,3,111
O=C(/C=C/c1ccccc1)OCc1cnc(Cl)s1,3,0.9,1,-15,0,9,-4,-1,104
C/C(=N\NC(=O)c1ccccc1[N+](=O)[O-])c1ccc(Br)s1,-1,4.0,-2,-3,2,-11,0,1,111

# Brought forward from above: 7 compounds, then new ones.
SMILES,CTSL1 counter,PP5 inh,ZTA DNA inh,JMJD2C inh,HCV core dimer,EBNA-1 inhibitor,PP1 counter,TPT1 inhibitor,CR mimetic SO
Cc1ccc(C(=O)Oc2oc(-c3ccccc3)nc2C=Nc2ccc(N(C)C)cc2)cc1,10,1.9,-3,1,-7,-5,7,21,72
COc1ccc2[nH]cc(/C=N/NS(=O)(=O)c3ccc(C)cc3)c2c1,5,4.2,-11,6,-8,5,-4,-1,100
COC(=O)c1ccc(CSc2nnnn2Cc2ccccc2)cc1,-2,2.4,-4,-7,-5,-10,0,2,103
Cc1nn(C)c(C)c1NC(=O)c1ccnn1C,0,0.1,7,7,0,-3,-3,-3,106
O=[N+]([O-])c1ccc2[nH]c(O)c(N=NC(=S)Nc3cccnc3)c2c1,6,-1.3,1,10,4,-14,6,3,111
O=C(/C=C/c1ccccc1)OCc1cnc(Cl)s1,3,0.9,1,-15,0,9,-4,-1,104
C/C(=N\NC(=O)c1ccccc1[N+](=O)[O-])c1ccc(Br)s1,-1,4.0,-2,-3,2,-11,0,1,111
COc1ccc(OC)c(/C=N/NC(=O)c2ccc(=O)[nH]n2)c1,6,1.3,4,-15,-5,-4,-1,-4,110
Cc1ccc(-n2c(=O)c3ccc(C(=O)NCc4ccco4)cc3n(Cc3ccccc3C#N)c2=O)cc1,-2,0.7,-12,2,8,50*,-3,1,97
CCCNc1c(NS(=O)(=O)c2ccc(C)cc2C)c(=O)oc2ccccc12,4,0.5,16,6,12,4,0,-3,115
COc1ccccc1-c1nc2n(n1)C(c1cccs1)C(C(=O)Nc1cccnc1)=C(C)N2 (stereo not drawn),-2,2.6,6,-18&-3,-2,2,-1,1,102
CCOC(=O)CNS(=O)(=O)c1cc(-c2nnc(Nc3ccc4c(c3)OCO4)c3ccccc23)ccc1C,5,0.4,7,-2,14,2,1,-2,102
CCOc1ccc2c(c1)sc1nc(C(=O)OC)cc(=O)n12,4,-0.6,6,-3,3,13,-3,-1,111
CCN(CC)Cc1c(C(=O)N2CCc3ccccc3C2)nc2ccc(Cl)cn12,1,0.3,7,3,7,4,4,-2,97
Cc1cc(C(=O)Nc2nc3c(s2)CCCC3)cs1,-2,3.8,8,2,-6,-6,-6,-1,118
CCOc1ccccc1NC(=S)N(CCOC)C1CCN(C(C)=O)CC1,-1,-0.6,-2,-2,-2,5,0,0,111
CN1C2=CC=CC=CC2=[N+](C)C12C([N+](=O)[O-])=CC(=[N+]([O-])[O-])C=C2[N+](=O)[O-] (stereo not drawn),3,-1.6,-8,-12,-10,-8,-3,6,113
CCOc1ccc2[nH]c(C)c(CN3CCN(CC)CC3)c(=O)c2c1,-2,-1.1,8,-4,-2,-1,3,3,97
c1coc(-c2nc(-c3ccncc3)no2)c1,1,1.4,-13,6,4,-8,1,6,121
CCOc1ccc(NC(=O)CCC(=O)N/N=C(\C)c2cccs2)cc1,0,-1.0,-1,19,-6,8,-2,-3,91
COc1cc(CNn2c(C)n[nH]c2=S)cc(Cl)c1OCC(=O)NC(C)(C)C,0,-0.9,20,-6,3,2,0,0,98
Nc1n[nH]c(N)c1N=Nc1ccc2c(c1)OCO2,0,-0.9,1,-6,-29,5,-2,2,96
COc1ccccc1-c1noc(CCCC(=O)NC2CCCCC2)n1,6,1.1,-7,-3,11,-4,-2,0,102
Cc1ccc(-c2[nH]c(=S)[nH]c(=O)c2C#N)cc1,2,-1.9,-1,-10,2,2,-3,-2,102
CCn1c(SCC(=O)Nc2cccc(NC(C)=O)c2)nc2c([nH]c3ccccc32)c1=O,1,3.4,4,1,-3,-3,7,3,112
CC(C(=O)Nc1cccnc1)n1cc([N+](=O)[O-])cn1 (stereo not drawn),1,1.2,2,-20,3,4,-5,5,102
CNC(=O)c1snnc1-c1ccccc1,0,-0.2,-1,-13,-4,-1,0,-2,87
